HIV RNase H inh: blocks HIV-1 RNase H cleavage of RNA/DNA duplex; P04585; RT-RNase H RNA/DNA duplex cleavage, fluorescence; inhibition, % at 10 µM; actives 1.9% (n = 65,000); AID 565; in the data active means inhibition above about 50%
RmlC RmlD mix: mixture blocks RmlC and RmlD coupled enzyme activity | RmlC/RmlD coupled enzyme inhibition, 384-well mixture HTS | actives 0.39% (n = 110,000) | inhibition, % at 5.5 µM; in the data active means inhibition above about 30%, passing the limit was not always enough; inconclusive means no clear call, values can overlap the other calls; further: strong numbers were not always called active
Starred values were filed as active, the others as inactive; ? = inconclusive; . = not tested or not shown. Not all compounds are listed, so the mix of outcomes need not match the whole.

Results follow in this order: HIV RNase H inh, RmlC RmlD mix
- Cc1nc(NC(=O)CN(C)S(=O)(=O)c2ccc(Cl)cc2)sc1C
 : ., -9
- COc1ccccc1C(=O)N1CCN=C1SCc1cccnc1
 : -26, 6
- O=C(c1cnc2n(c1=O)CCS2)N1CCN(c2ccccc2F)CC1
 : ., 8
- CCNc1nc(C)c2cc(Br)c(=O)n(CC)c2n1
 : -14, 32
- CSc1nc(NCC(C)C)c2c3c(sc2n1)CN(C)CC3
 : ., 0
- COc1nc(-c2ccccc2)c2c(c1C#N)CC(C)(C)OC2
 : ., -1
- CCOC(=O)C1CCN(C(=O)Cn2cc(C#N)c3ccccc32)CC1
 : -7, 5
- N#Cc1nc(COc2ccc(Br)cc2)oc1N1CCCC1
 : -70, -14
- O=c1c2ccccc2nnn1CSc1nnnn1-c1ccccc1
 : ., -12
- Cc1ccc(N(CC(=O)NCCc2ccccc2)S(=O)(=O)c2c(C)noc2C)cc1
 : ., 2
- C=CCN1CCc2c(cc(O)c(O)c2Cl)C(c2ccccc2)C1 (centres undefined)
 : ., -13
- Cc1sc2nc(SCC(=O)Nc3c(C)n(C)n(-c4ccccc4)c3=O)n(C)c(=O)c2c1C
 : 48, -7
- CCOC(=O)C1(CC)NC(c2ccco2)C2C(=O)N(C)C(=O)C21 (centres undefined)
 : ., 30
- Cc1ccnc(N2C(=O)c3ccccc3C2O)c1 (centres undefined)
 : ., 6
- COc1ccc(CCN2CNc3c(c(=O)n(C)c(=O)n3C)C2)cc1OC
 : 0, -2
- CCN(CC)S(=O)(=O)c1ccc(N2CCCC2)c(C(=O)OCC(=O)/C(C#N)=C(\C)N)c1
 : -3, 5
- Cc1cc(C)c2c(-n3cccc3)nn(C)c2n1
 : ., -1
- COc1cc(O)c(C(CC(=O)N2CCCCC2)c2ccc3c(c2)OCO3)c(OC)c1 (centres undefined)
 : ., 4
- CCN(CC(=O)NCc1cccs1)S(=O)(=O)c1ccc(C(C)C)cc1
 : ., 2
- CCOc1ccc(Nc2cc(=O)oc3ccccc23)cc1
 : ., 9
- CCOC(=O)C1CCCN(C(=O)c2cc3c(C)nc4ccccc4c3o2)C1 (centres undefined)
 : -11, -9
- CNC(=O)NC(=O)COC(=O)CCCOc1ccc(OC)cc1
 : -4, 3
- COC(=O)c1sccc1NC(=S)N1CC(C)CC(C)C1 (centres undefined)
 : ., -12
- CCOC(=O)c1ccc(N=c2sc(C(=O)OC)cc(=O)n2Cc2ccc3c(c2)OCO3)cc1
 : ., -44
- CCC(C(=O)NC1CCCCC1)N(CC1CCCO1)C(=O)CNS(=O)(=O)c1ccc(OC)cc1 (centres undefined)
 : -5, -14
- COc1ccc(CCC(=O)Nc2cc(Cl)ccc2OC)cc1
 : ., -10
- COn1c(-c2ccc(Cl)cc2)nc2ccc(Cl)cc21
 : ., -8
- Cc1ccc(C)c(N2CC(=O)N(c3cc(C)ccc3C)CC2=O)c1
 : 5, 1
- c1ccc(-c2c(-c3ccccc3)n(Cc3ccco3)c3ncnc(NCCCn4ccnc4)c23)cc1
 : ., -14
- COCCCNC(=O)CSc1nc2ccccc2c(=O)n1CCCC(=O)NCC1CCCO1 (centres undefined)
 : -7, 0
- COC(=O)c1cc2occc2n1Cc1c(F)cccc1Cl
 : -79, 6
- O=C(CCn1nnc2ccccc21)Nc1nnc(Cc2ccccc2)s1
 : -6, .
- Fc1ccc(NC(=S)NCc2ccccn2)cc1
 : ., -8
- Cc1ccc(N=C2C(=S)N(c3ccc(C)cc3)C(=N)N2/N=C/c2ccc(Cl)cc2)cc1
 : ., -5
- CN(C)c1ccc(C2NCCS2)cc1 (centres undefined)
 : -16, -8
- CCS(=O)(=O)c1ccc(O)c(NC(=O)c2cc(OC)c(OC)c(OC)c2)c1
 : -19, -9
- COc1ccc(-c2nc(CSCC(=O)NC3CCCc4ccccc43)c(C)o2)cc1OC (centres undefined)
 : ., 18
- CC1Cc2ccccc2N1C(=O)Cn1cc([N+](=O)[O-])cn1 (centres undefined)
 : ., ?
- O=C(c1ccccc1)c1ccc(OCC(O)CN2CCCCC2)cc1 (centres undefined)
 : -2, -8
- CCCN1CCN(C(=O)Cn2c(=O)oc3cc(S(=O)(=O)NCc4ccccc4)ccc32)CC1
 : -5, 1
- CC(NC(=O)c1ccccc1Cl)C(=O)O (centres undefined)
 : 16, 5
- CCc1ccc(N(C(=O)c2csnn2)C(C(=O)NCc2ccccc2)c2ccco2)cc1 (centres undefined)
 : ., 13
- O=C(c1ccccc1Cl)N1CCC(c2nc3c(nnn3Cc3ccco3)c(=O)[nH]2)CC1
 : -54, -14
- CCOC(=O)c1c(C)n(Cc2ccco2)c2c1cc(O)c1ccccc12
 : ., 5
- Cc1cccc(NC(=O)Cn2cccc2)c1
 : -3, 7
- Cc1ccc(CNS(=O)(=O)c2cn(C)cn2)cc1
 : ., 6
- O=C(CNC1CCCCCC1)Nc1ccccc1N1CCCCC1
 : ., -14
- C#CCNC(=O)C1=C[C@H](c2csc3ccccc23)C[C@H](OCCCCO)O1
 : ., -14
- Cc1cc(C)c2c(=O)[nH]c(SCC(=O)N3CCCCC3)nc2n1
 : 1, 7
- O=C(NC1C(=O)NNC1c1ccccc1)c1ccccc1 (centres undefined)
 : ., -15
- COCCCn1c(SCC(=O)N(C)C)nnc1-c1ccccc1
 : -8, 6
- CCN1C(=O)/C(=C/c2cccs2)N(C)C1=S
 : ., 4
- CNS(=O)(=O)c1cccc(C(=O)OC2CCCCC2=O)c1 (centres undefined)
 : 1, 3
- Cc1cc(C)n(-c2nc3ccccc3nc2N2CCN(C(=O)c3ccccc3)CC2)n1
 : 0, -11
- COc1ccc(C(=O)Nc2ccncc2)cc1OC
 : -3, -11
- COC(=O)c1ccc(NC(=O)CN(C)S(=O)(=O)c2ccc(OC)c(C)c2)cc1
 : -4, -13
- CCn1c(=NC(=O)CN2C(=O)CCC2=O)sc2c(OC)ccc(OC)c21
 : -12, -9
- COc1ccc2cnn(Cc3ccccc3)c(=O)c2c1OC
 : -20, 5
- Cc1ccc2nc(NC(=O)CN(C)S(=O)(=O)c3ccc(Br)s3)sc2c1
 : -4, 2
- Cc1ccc(NC(=O)c2sc(Cl)nc2-c2ccccc2)cc1C
 : ., 0

More results follow.
Results follow in this order: HIV RNase H inh, RmlC RmlD mix
- Cc1nn(-c2ccccc2)c2sc(C(=O)NCCN3CCOCC3)cc12
 : -24, -15
- CCSc1ccccc1C(=O)NCc1ccc2c(c1)OCO2
 : -20, 1
- CCn1c(=O)c(C)nn2c3ccccc3nc12
 : -7, 6
- CNC(=O)CN(c1ccc(C(C)C)cc1)S(C)(=O)=O
 : -5, 91
- C=CCN1C(=Nc2cccnc2)SCC1(O)c1ccc(C)cc1 (centres undefined)
 : -18, 2
- COc1ccc2nc(SCC(=O)NC(C)(C)C)[nH]c2c1
 : -8, -13
- CSc1ncccc1C(=O)OCC(=O)c1cc2ccccc2o1
 : -20, 9
- CCCS(=O)(=O)N1CCN(CC2CC3C=CC2C3)CC1 (centres undefined)
 : 3, 4
- COc1ccc(C2=NCC(=O)N(CC(=O)NCc3ccco3)c3sc4c(c32)CCCC4)cc1
 : 5, 9
- O=C(Nc1ccc(N2CCCC2)c(Cl)c1)c1ccco1
 : -1, 7
- C=C(C)CSc1nnc(-c2cccc(Cl)c2)n1N
 : -4, -14
- CCn1c2ccccc2c2nnc(SCC(=O)OCN3C(=O)c4ccccc4C3=O)nc21
 : -4, 14
- COc1ccc(N(C(=O)Cn2nnc3ccccc32)C(C(=O)NCc2ccco2)c2cccnc2)cc1 (centres undefined)
 : -10, .
- C=CC[n+]1c(-c2ccc(C)cc2)csc1NNC(=O)Nc1ccccc1
 : ., 6
- NC(=O)CSC1=Nc2ccccc2C2=NC(CCC(=O)NCc3ccc(F)cc3)C(=O)N12 (centres undefined)
 : -6, -3
- CCC(C)(C)n1nnnc1C(c1cccc(C#N)c1)N1CCN(c2cc(C)ccc2C)CC1 (centres undefined)
 : 10, 6
- CN(C)c1ccc(C2OC(=O)C(C)(C)C(=O)C2(C)C)cc1 (centres undefined)
 : ., 3
- N#Cc1c(C(F)(F)F)cc(-c2ccccc2)nc1SCCN1CCOCC1
 : ., -13
- CSCCC(NC(=O)C12CC3CC(CC(C3)C1)C2)C(=O)OCC(=O)c1ccc(Cl)cc1 (centres undefined)
 : ., 5
- O=C(NCCCN1CCN(c2ccccc2F)CC1)C1CCN(S(=O)(=O)c2cccs2)CC1
 : -11, 4
- C=CCN1C(=O)S/C(=C/c2ccsc2)C1=O
 : ., -6
- O=C(c1cccc(Br)c1)N1CCN(C(=O)N2CCCCC2)CC1
 : -21, -10
- C/C(=N\NC(=O)CSCc1ccc(Cl)cc1)c1ccc(NC(=O)c2ccccc2)cc1
 : ., -19
- Cn1cccc1Cc1nnc(SCC(=O)NCC2CCCO2)n1-c1ccc(F)cc1 (centres undefined)
 : 6, -15
- CCCS(=O)(=O)N1CCC(C(=O)NCc2ccccc2Cl)CC1
 : -8, 6
- COC(=O)c1[nH]c2c(c1C)C(=O)CC(c1cccs1)C2 (centres undefined)
 : -1, 6
- COc1ccc(N2CCN(c3cc(=O)n(Cc4ccc(F)cc4)c(=O)[nH]3)CC2)cc1
 : 1, -7
- CCOC(=O)C1CCCN(c2c(N3CCN(C4CCCCC4)CC3)c(=O)c2=O)C1 (centres undefined)
 : -1, -5
- COc1ccc(C(=O)c2ccc(N(C)C)cc2)c(OC)c1
 : -8, 2
- CC(c1ccccc1F)n1cc(C(=O)NCCc2ccco2)nn1 (centres undefined)
 : -6, -16
- CCOC(=O)c1csc(NC(=O)CSc2nnnn2-c2ccc(OC)cc2)n1
 : -18, -11
- COc1nc(C)ccc1-c1noc(-c2ccco2)n1
 : -15, 2
- O=C(COc1ccc(-c2nnco2)cc1)N1CCN(S(=O)(=O)c2ccc3ccccc3c2)CC1
 : -9, -3
- CC1=Nn2c(nnc2-c2ccco2)SC1
 : 29, 3
- CC(C)COC(=O)c1cc(=O)[nH]c2ccccc12
 : -103, -7
- O=c1[nH]c(=O)n(CCC2=CCCCC2)c(O)c1C=NC1CCN(Cc2ccccc2)CC1
 : -5, 0
- Cc1cccn2c(=O)c(C=Nc3ccccc3)c(NCc3ccco3)nc12
 : -15, 14
- CC(=O)Nc1ccc(S(=O)(=O)N2CCSC2C(=O)O)cc1 (centres undefined)
 : -13, 5
- COC/C=C/C1=CC2=CC(=O)C(C)(OC(=O)c3cnc4ccccc4n3)C(=O)C2=CN1C1CCCC1 (centres undefined)
 : ., -18
- CCOC(=O)c1ccc(NC(=S)Nc2ccccn2)cc1
 : ., 8
- Cc1c(C(=O)N2CCN(c3ccccn3)CC2)sc2ncnc(N3CCOCC3)c12
 : ., 28
- COCCOC(=O)C1=C(C)N=c2s/c(=C\c3cccs3)c(=O)n2C1c1cccs1 (centres undefined)
 : 1, .
- CN(C)C(/C=C/Nc1ccc(F)cc1F)=C(C#N)C#N
 : ., 9
- Cc1cc(/N=C/N(C)C)on1
 : -4, -7
- CCOc1cccc(-c2nnc(SCC(=O)Nc3ccc(OC)c(OC)c3)n2N)c1
 : 5, 5
- CCc1ccc(NC(=O)N(CCN2CCOCC2)C2CCN(C(C)=O)CC2)cc1
 : -21, 1
- Cc1cc(C)cc(NC(=O)CN2CCC(NC(=O)Cc3ccccc3)CC2)c1
 : ., -10
- O=c1c(-c2ccc(O)cc2)coc2cc(OC3OC(CO)C(O)C(O)C3O)ccc12 (centres undefined)
 : ., -10
- CNC(=O)c1cc2cc(OC)ccc2n1CCN(Cc1ccccc1)Cc1ccccc1
 : ., -7
- Clc1cccc(Cl)c1CO/N=C/c1c(-c2ccccc2)nc2n1CCS2
 : ., -8
- O=C(Cn1c(CC(=O)N2CCCC2)nc2ccccc21)NCc1ccccc1
 : 1, 7
- O=C(CSc1nnc(CNc2ccc(F)cc2)n1Cc1ccccc1)NCc1ccco1
 : 5, 21
- CCc1nnc(NC(=O)CSc2ncc(-c3ccccc3)n2C)s1
 : -26, 5
- CCCOc1ccc(C(=O)Nc2ccc(N(C)C)cc2)cc1
 : 34, -6
- CCOc1ccc(C2/C(=C(/O)c3ccc(Cl)cc3)C(=O)C(=O)N2CCCN(C)C)cc1OC (centres undefined)
 : -5, .
- CCOC(=O)c1c(NC(=S)Nc2ccccc2)sc2c1CCN(CC)C2
 : ., 11

Given with bars between the fields: entries from further up.
mol | HIV RNase H inh | RmlC RmlD mix
Clc1cccc(Cl)c1CO/N=C/c1c(-c2ccccc2)nc2n1CCS2 | . | -8
CCOC(=O)c1c(NC(=S)Nc2ccccc2)sc2c1CCN(CC)C2 | . | 11

Molecules from the list above containing bromine:
Results follow in this order: HIV RNase H inh, RmlC RmlD mix
- CCNc1nc(C)c2cc(Br)c(=O)n(CC)c2n1
 : -14, 32
- N#Cc1nc(COc2ccc(Br)cc2)oc1N1CCCC1
 : -70, -14
- Cc1ccc2nc(NC(=O)CN(C)S(=O)(=O)c3ccc(Br)s3)sc2c1
 : -4, 2
- O=C(c1cccc(Br)c1)N1CCN(C(=O)N2CCCCC2)CC1
 : -21, -10

Compound profiles, from the list above:
Cc1c(C(=O)N2CCN(c3ccccn3)CC2)sc2ncnc(N3CCOCC3)c12 across the screens: HIV RNase H inh = .; RmlC RmlD mix = 28
CCCOc1ccc(C(=O)Nc2ccc(N(C)C)cc2)cc1 across the screens: HIV RNase H inh = 34; RmlC RmlD mix = -6
O=C(Cn1c(CC(=O)N2CCCC2)nc2ccccc21)NCc1ccccc1 across the screens: HIV RNase H inh = 1; RmlC RmlD mix = 7

Compound activity deposited in PubChem BioAssay by several laboratories.
